Vif inh: HIV Vif self-association inhibitors, primary screen, imaging, HEK293T, single point | HEK293T cells, Vif self-association by quenched fluorescence, 24 h | inhibition, % at 7.49 µM | actives 0.35% (n = 340,000) | AID 602346, 2012; in the data active = inhibition above about 50%, passing the limit was not always enough; also: some results filed as inactive read as strong as hits
N-glyco inh: increase of ERlucT glycosylation luciferase signal, primary screen, N-linked glycosylation inhibitor project, D54 ERlucT cells, luminescence, set 2; reporter increase, % at 12.5 µM; D54 ERlucT glycosylation luciferase reporter, 24 h; percent of 100 nM tunicamycin response; AID 588692, 2011; actives 0.23% (n = 360,000);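 active = mean luciferase reporter signal, scaled so untreated is 0 and the glycosylation-blocking control 100, at or above a set limit in every replicate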;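 also: luciferase carries N-glycosylation sites so blocking glycosylation raises the light; 0% = median of neutral control wells and 100% = median of 100 nM tunicamycin wells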
hiPSC survival: enhancers of single-cell hiPSC survival, primary screen, ATPlite luminescence | 100% = ROCK inhibitor wells, 0% = DMSO | survival enhancement, % at 20 µM | actives 0.044% (n = 360,000) | AID 602274, 2012; in the data active = survival enhancement above about 18%;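 also: cells exposed to compounds for 16 hours before the ATP read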
PDI turbidity: inhibitors of human PDI, primary screen, biochemical, turbidity, single point, plate reader; Protein disulfide-isomerase (Homo sapiens), P07237; PDI insulin aggregation turbidity, A650, 90 min; inhibition, % at 10 µM; actives 0.052% (n = 350,000);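 active = mean inhibition across replicates of 30% or more, whatever share of single replicates reach that level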;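 also: absorbance from insulin aggregation driven by PDI reduction with DTT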
CaV13 ICDI inh: Primary screen for inhibitors of IQ motif and Ca2+-dependent inactivation inhibitor domain binding in CACNA1D, Förster resonance energy transfer in living cells, … | HEK cells, CFP/YFP FRET ICDI-IQ, plate reader, 10 min; percent FRET-ratio fall versus neutral wells | inhibition, % at 12.3 µM | actives 0.098% (n = 340,000);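 active = mean replicate inhibition of at least 30% and at least 1% of replicates passing that level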;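 also: 0% = median of the neutral control wells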
Cardio protect: cardioprotection against H2O2-induced cell death, primary screen, uHTS, H9c2 cells, ATPLite luminescence; H9c2 cardiomyocytes, H2O2 injury protection, 2 h; protection from H2O2 cell death, % at 20 µM; actives 0.63% (n = 360,000); AID 588492, 2011;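 active = compounds giving at least 50% protection of heart cells from peroxide-induced death in the single-dose screen, raw or plate-pattern-corrected value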;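 also: 0% = DMSO wells with peroxide and 100% = DMSO wells without peroxide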
ABCB6 inh 2: ABCB6 transporter inhibitors, primary screen, K562-ABCB6 cells, flow cytometry, MLPCN library; K562-ABCB6 porphyrin accumulation, 1 h; hits give low values; fluorescence ratio to DMSO, % at 10 µM; actives 0.19% (n = 360,000);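 active = fluorescence ratio to DMSO below 75%, the collection mean minus 3 SD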;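 also: signal is porphyrin accumulated inside mitochondria; 100% equals median channel fluorescence of DMSO control wells; lower ratio means ABCB6 inhibition with less porphyrin fluorescence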
Target sequence (Q9NP58 whole entry, looked up): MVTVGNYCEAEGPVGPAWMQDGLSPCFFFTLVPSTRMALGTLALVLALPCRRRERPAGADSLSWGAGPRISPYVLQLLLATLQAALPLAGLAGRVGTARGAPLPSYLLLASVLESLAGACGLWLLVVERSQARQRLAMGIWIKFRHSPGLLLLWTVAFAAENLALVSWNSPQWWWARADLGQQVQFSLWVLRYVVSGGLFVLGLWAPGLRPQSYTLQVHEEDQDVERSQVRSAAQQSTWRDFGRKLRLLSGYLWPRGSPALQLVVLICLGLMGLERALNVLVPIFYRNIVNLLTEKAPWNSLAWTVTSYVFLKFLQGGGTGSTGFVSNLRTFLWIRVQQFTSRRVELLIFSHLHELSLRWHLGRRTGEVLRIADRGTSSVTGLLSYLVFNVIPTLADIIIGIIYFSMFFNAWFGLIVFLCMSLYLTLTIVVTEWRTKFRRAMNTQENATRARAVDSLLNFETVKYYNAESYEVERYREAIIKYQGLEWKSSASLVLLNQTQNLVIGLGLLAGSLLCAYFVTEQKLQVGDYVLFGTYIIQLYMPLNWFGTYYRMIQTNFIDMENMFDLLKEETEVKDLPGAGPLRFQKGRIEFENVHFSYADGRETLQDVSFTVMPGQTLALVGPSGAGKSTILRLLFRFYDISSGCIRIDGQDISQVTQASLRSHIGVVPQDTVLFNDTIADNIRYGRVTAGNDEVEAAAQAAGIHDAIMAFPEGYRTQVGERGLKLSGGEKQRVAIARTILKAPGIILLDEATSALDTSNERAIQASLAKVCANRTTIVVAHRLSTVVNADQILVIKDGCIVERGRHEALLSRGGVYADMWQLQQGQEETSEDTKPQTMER
aDG glyco act: activators of alpha-DG glycosylation, primary screen, uHTS, Pro5-aDG cells, AlphaScreen; alpha-DG glycosylation AlphaScreen (IIH6); 0% Pro5, 100% B10-LARGE cell signal; actives 0.22% (n = 360,000); activation, % at 10 µM;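 active = activation of at least 8% versus controls, or a plate z-score of at least 8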;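 also: Pro5 are CHO cells carrying HIG-tagged alpha-DG that lacks glycosylation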
HTR2A ag: mouse Htr2a agonists via beta-arrestin recruitment, primary screen, cell-based, luminescence; CHO-K1 mHTR2A beta-arrestin complementation; percent of 30 µM serotonin response; activation, % at 7.6 µM; actives 0.66% (n = 360,000);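 active = activation above a run cutoff, the mean activation of all tested compounds plus 3 SD, cut at about 14% in these data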;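 also: 0% = plate median of compound wells and 100% = 30 µM serotonin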
Granule exo inh: LAMP-1 surface exposure blockers, TALL-104 cells – cell-based, flow cytometry, MLPCN library, primary screen | TALL-104 LAMP-1 surface exposure; cells stimulated with thapsigargin and PMA | inhibition, % at 10 µM | actives 0.66% (n = 360,000) | AID 651702, 2012;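 active = inhibition above about 55%, limit read from the data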
Numbers without * were called inactive; nt = not tested or not shown. A portion of the library, so the mix of outcomes need not match the whole.

SMILES	Vif inh	N-glyco inh	hiPSC survival	PDI turbidity	CaV13 ICDI inh	Cardio protect	ABCB6 inh 2	aDG glyco act	HTR2A ag	Granule exo inh
COc1ccc(S(=O)(=O)N2Cc3cnnn3-c3ccccc3C2C#N)cc1 (stereo not given)	nt	0	-1.2	-4	-4	15	104	-0.1	2	-3
COc1cc(OC)c2c(c1)OCC1CON(C)C21 (stereo not given)	-7	-1	-0.4	0	nt	-7	105	-0.1	4	4
O=C1NCN(c2ccccc2)C12CCN(C(CCc1ccccc1)c1nnnn1Cc1ccccc1)CC2 (stereo not given)	5	13	-0.9	nt	-4	-3	96	-0.3	-3	7
O=C(Cc1ccccc1)OCCNC(=O)c1cccnc1	-7	0	-0.4	0	nt	1	94	-0.1	-1	-2
C/C=C/CC1(CC)C(=O)NC(=S)NC1=O	-17	1	-0.6	0	-19	-1	103	-0.1	13	-6
O=C(c1c[nH]c2ccc(S(=O)(=O)N3CCOCC3)cc2c1=O)N1CCC2(CC1)OCCO2	0	0	-1.2	-2	3	5	95	-0.3	2	-7
COc1ccc(CCn2c(O)c(/C=N/N3CCCCC3)c(=O)[nH]c2=O)cc1OC	-2	-2	2.2	-8	-5	-3	92	0.3	1	5
O=C(NN=Cc1ccc(N(CCCl)CCCl)cc1)c1cccnc1	27	0	-1.3	-2	-8	5	98	0.2	-6	-5
COCCn1c(-c2ccccc2)cc(C(=O)O)c1C	-1	0	0.1	2	-6	4	103	0.3	3	0
C=Cn1ccnc1P(=S)(c1cc(N(CC)CC)ns1)c1nccn1C=C	0	-2	0.1	-12	-8	0	103	0.0	6	-7
CCOC(=O)CNC(=O)N1Cc2cc(N3CCCCC3)ccc2-n2nncc2C1	-2	1	-0.2	nt	-6	2	97	0.1	8	-2
CNC(=O)Oc1ccc(-c2cn3cc(C)ccc3n2)cc1	18	-20	-4.4	-5	-5	-24	100	0.1	2	-4
OC(CNCCc1c[nH]c2ccccc12)C(F)(F)F (stereo not given)	-4	0	0.1	13	0	-2	102	0.0	-3	20
O=C(c1cc(S(=O)(=O)N2CCCCC2)ccc1F)N1CCC2(CC1)OCCO2	2	0	1.9	-5	-9	0	104	-0.1	-1	-1
CCCCn1c(N)c(C(=O)NCCN2CCOCC2)c2nc3ccccc3nc21	-2	6	0.6	4	5	8	102	0.3	2	1
COc1ccccc1CC1/C(=N/O)C2CCN1CC2 (stereo not given)	3	0	-0.4	-1	-8	-2	101	0.0	-3	24
O=C(Cc1ccc(Cl)c(Cl)c1)NCC1(N2CCOCC2)CCCCC1	-6	-4	-0.4	10	-6	4	89	0.0	-3	0
COP(=O)(OC)C(NC(C)=O)C(Cl)(Cl)Cl (stereo not given)	-6	-1	-0.6	0	-6	6	93	-0.4	-1	0
Cc1[nH]c2ccccc2c1CN1CCCCC1	7	-4	-0.8	9	-6	-5	91	0.5	3	-2
Cc1ccc(OCC(=O)NCCN2CCN(C(=O)COc3ccc(C)cc3)CC2)cc1	-6	-2	9.0	6	-5	-9	99	-0.1	-2	2
Cc1[nH]c2ccccc2c1C1=CCNCC1	10	0	-1.9	-3	-9	-1	117	0.2	-9	-2
Cc1ccc(NP(=O)(Nc2ccc(C)cc2)Oc2ccccc2)cc1	1	-1	-0.8	1	3	-2	100	1.1	-3	-1
CN(C)CCN=Cc1c(O)n(Cc2ccc3c(c2)OCO3)c(=S)[nH]c1=O	-1	-1	0.7	-5	-19	-3	99	-0.1	2	-2
CCC(=O)N1CC(=O)Nc2ccc(Br)cc2C1c1ccccc1 (stereo not given)	-8	2	-2.0	-27	-1	2	93	0.0	6	-2
CCc1c(C)nc(N)nc1N1N=C1SCC(=O)OC	8	2	0.4	0	-2	2	97	0.0	2	-1
C#C[C@@]1(O)CCC2C3CCC4=C/C(=N/OCC(=O)NC(CCC(N)=O)C(=O)O)CC[C@]4(C)C3CC[C@@]21C (stereo not given in full)	0	4	0.8	7	-4	0	146	0.1	13	-6
Cc1ccc(N2C(=O)NC(=O)C3(Cc4ccccc4N4CCCC43)C2=O)cc1 (stereo not given)	0	0	1.6	14	-5	0	97	0.1	4	-1
CC(C)OP(=O)(OC(C)C)C(O)c1cccnc1 (stereo not given)	-4	4	1.7	9	-2	2	85	0.0	-1	-2
COC(=O)[C@@H]1N=C(c2ccc(OC)cc2)O[C@]12C(=O)N(Cc1ccc(OC)cc1)c1ccccc12	nt	nt	0.1	nt	-7	nt	104	-0.4	-3	1
CC(C)(C)n1nnnc1C(C1CC1)N1CCC(n2c(=O)[nH]c3ccccc32)CC1 (stereo not given)	-3	-1	0.5	nt	-6	6	101	0.2	0	7

Ordered by SMILES length (rising): some entries from above.
SMILES	Vif inh	N-glyco inh	hiPSC survival	PDI turbidity	CaV13 ICDI inh	Cardio protect	ABCB6 inh 2	aDG glyco act	HTR2A ag	Granule exo inh
CCc1c(C)nc(N)nc1N1N=C1SCC(=O)OC	8	2	0.4	0	-2	2	97	0.0	2	-1
O=C(Cc1ccc(Cl)c(Cl)c1)NCC1(N2CCOCC2)CCCCC1	-6	-4	-0.4	10	-6	4	89	0.0	-3	0
Cc1ccc(N2C(=O)NC(=O)C3(Cc4ccccc4N4CCCC43)C2=O)cc1 (stereo not given)	0	0	1.6	14	-5	0	97	0.1	4	-1

(listing goes on)
SMILES	Vif inh	N-glyco inh	hiPSC survival	PDI turbidity	CaV13 ICDI inh	Cardio protect	ABCB6 inh 2	aDG glyco act	HTR2A ag	Granule exo inh
Clc1ccccc1CN1CCN(c2cccc3[nH]ccc23)CC1	8	1	-0.6	6	nt	-1	99	-0.1	2	-1
CSc1nnc([C@@H](N)Cc2c[nH]c3ccccc23)o1	-4	0	0.5	5	-14	0	99	0.2	10	-1
CN1OCC2Cn3c(nc4ccccc43)C21 (stereo not given)	15	1	-1.6	-8	-9	1	101	-0.1	-5	12
Cc1c(C)c2ccc(OCC(=O)N3CCN(Cc4ccccc4)CC3)cc2oc1=O	17	2	-0.2	1	-5	5	96	0.2	3	-2
Cc1cccc(C)c1-n1nnnc1C(c1cccs1)N1CCC2(CC1)C(=O)NCN2c1ccccc1 (stereo not given)	1	0	-0.1	nt	-5	-8	96	0.0	2	1
CC(Cl)(Cl)/C(=N/P(=S)(N1CCOCC1)N1CCOCC1)N1CCOCC1	11	-1	0.0	2	-19	3	95	-0.1	-3	0
NC(N)=N/N=C/c1cn(-c2ccccc2)nc1-c1cccs1	-3	-6	-0.8	-5	-4	-31	103	-0.8	-8	5
CCOC(=O)c1ccc2[nH]c(-c3ccc(S(=O)(=O)F)cc3)cc(=O)c2c1	-8	5	-0.1	10	-4	-2	102	-0.1	-1	7
CCCC[n+]1cc(=N)o[n-]1	10	0	-0.2	1	-3	-2	96	-0.2	-1	-3
Cn1c(=O)n(C)c2cc([N+](=O)[O-])c(N3CCNCC3)cc21	-4	3	1.5	-1	4	1	102	0.1	0	-3
O=c1[nH]c2ccccc2n1C1CCN(C(c2ccccc2)c2nnnn2-c2ccc3c(c2)OCCO3)CC1 (stereo not given)	nt	-13	-2.3	nt	-5	14	95	-0.5	11	1
CCOC(=O)C(=O)NC1CCSC1=O (stereo not given)	nt	1	2.4	-13	-7	7	98	0.5	2	9
NS(=O)(=O)c1ccc(N=Cc2c(O)n(-c3ccccc3)c(=O)[nH]c2=O)cc1	1	1	1.3	-8	-4	8	100	0.0	-5	-1
COC(=O)C1=C(c2ccc(OC(F)(F)F)cc2)C[C@@H]2CC[C@H]1N2C(=O)NCC1CC1	-5	-3	-1.7	-4	-7	-10	90	0.6	2	-1
CNC(C)Cc1ccccc1 (stereo not given)	-2	0	-2.5	-5	nt	4	97	1.9	0	6
CCCC1=C(C(=O)OCC)C2(C(=O)Nc3ccc(C)cc32)C(C#N)=C(N)O1 (stereo not given)	16	1	-1.7	1	-4	4	104	-0.1	0	-2
CC1c2ccccc2-n2nncc2CN1C (stereo not given)	12	2	-0.4	7	-6	2	103	-0.1	-1	6
O=P(Oc1ccc(-c2ccccc2)cc1)(N1CC1)N1CC1	13	-2	1.0	-4	-9	2	98	-0.1	4	0
Oc1ccccc1-[n+]1c(-c2ccccc2)cc(-c2ccccc2)cc1-c1ccccc1	-4	2	-0.8	7	-5	-26	102	-0.5	-5	1
Fc1ccc(C2N3CCCN23)cc1 (stereo not given)	0	2	1.6	7	-15	2	103	-0.1	0	0
COc1ccc(S(=O)(=O)N2Cc3ccccc3-n3nncc3C2)cc1	0	1	-1.3	11	-6	-9	94	-0.1	0	5
Cc1cc(C=O)c(C)n1C(C)C	0	2	0.6	-5	-6	-1	99	0.0	3	0
N#Cc1c(Br)n(C2OC(CO)C(O)C2O)c2ncnc(N)c12 (stereo not given)	-2	-7	-4.1	4	-6	0	98	-0.2	51*	7
COc1cc2c(cc1OC)[C@H]1C(=O)c3ccc4c(c3O[C@H]1CO2)C[C@@H](C(C)(C)O)O4	8	-1	1.9	-1	-11	-16	97	0.2	3	-4
C[C@H](NC(=O)N1C[C@H]2C[C@@H](C1)c1cccc(=O)n1C2)C(=O)Nc1cccc(F)c1	-2	3	-0.7	nt	nt	1	101	-0.1	3	4
O=P1(Oc2ccccc2)CC=C[C@H](COCc2ccccc2)O1 (stereo not given in full)	-2	1	1.8	4	-10	-1	97	-0.2	-5	16
CCN(CC)S(=O)(=O)c1cccc(N=Nc2c(O)n(CC)c(=S)n(CC)c2=O)c1	0	3	-0.3	4	-6	-12	97	-0.1	2	-2
COc1cc2c(cc1OC)C(C)NCC2 (stereo not given)	2	1	-2.5	4	-5	0	97	1.0	0	1
N#CCCn1cc(C(=O)NCc2ccccc2)c(-c2ccc3c(c2)OCCO3)n1	-4	1	-0.6	-5	2	4	95	0.1	-1	-2
N#CC12CNCC1CN=N2 (stereo not given)	-4	3	-0.5	8	-4	2	94	-0.1	22*	-2
O=C(Nc1ccccc1)c1c(O)[nH]c(=O)[nH]c1=O	1	1	3.3	2	-5	2	95	0.2	2	2
CCC(C)C1NC(=O)C(C(C)=O)=C1O (stereo not given)	-1	-1	5.9	nt	nt	3	101	-0.2	4	-5
C[C@]12CCC3C(CC[C@H]4C[C@@H](O)CC[C@]34C)C1C[C@@H](O)[C@]2(C)O (stereo not given in full)	-4	0	7.9	1	-6	5	97	0.0	2	-4
CCC(C)N1C(=O)/C(=C/c2ccc3c(c2)CCN3CCCCl)C(=O)NC1=S (stereo not given)	-5	-3	-1.5	18	-6	2	103	0.0	8	-3
CC(Cc1ccccc1)NCc1ccccc1O (stereo not given)	-3	2	-0.7	1	5	-4	99	0.0	0	-1
C[C@]12CCC3C(CC[C@H]4C[C@H](OC(=O)c5cccnc5)CC[C@]34C)C1CCC2=O (stereo not given in full)	11	-5	8.7	4	-5	-12	95	0.1	2	2
CCOc1ccc(N2C(=O)/C(=C/c3ccc(C)o3)C(=O)NC2=S)cc1	-4	1	-0.4	4	-5	3	104	0.1	0	-7

From PubChem BioAssay
